HSP90 inh – blocks HSP90-mediated luciferase refolding in reticulocyte lysate; inhibition, % at 5.6 µM; 290,000 compounds, 0.91% hits; AID 1789; Rabbit reticulocyte lysate, luciferase refolding luminescence, 3 h;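 active = inhibition above the screen-wide mean plus 3 SD, computed separately per campaign, cut at about 16% in these data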;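 also: 0% = DMSO wells and 100% = 60 µM geldanamycin wells; inhibitors lower the luminescence because luciferase stays unfolded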
PolyA inh – yeast polyadenylation inhibition | S. cerevisiae SKY197-pL101 polyadenylation reporter, beta-gal luminescence; efflux-impaired pdr1/pdr3 knockout yeast; score 100 = 6 SD above DMSO | calls only at 12 µM | 300,000 compounds, 0.02% hits | AID 1875;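 active = lowest replicate activity score at least 50, where 100 means six control SD above control mean; inconclusive = lowest score under 50 but half or more replicates reach 50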;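 also: yeast exposed to compound for 9 h at 30 °C; higher score means more reporter readthrough which indicates perturbed polyadenylation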
Platelet DG rel – modulates dense granule release in human platelets. human platelet-rich plasma, SFLLRN dense granule ATP release, luminescence. inhibition, %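 (compounds screened at 7.5 µM in platelet-rich plasma)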. 300,000 compounds, 0.22% hits;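 active = mean replicate score, as percent of positive control, at or above 50; inconclusive = mean below 50 but at least one replicate at or above 50; inactive = mean and every replicate below 50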
HSF1 inhib – HSF1 inhibition | 300,000 compounds, 0.77% hits | NIH3T3-HGL HSE-luciferase, MG132-induced, luminescence 8 h; active compounds read low | activity change, negative = inhibition, % at 7.5 µM (by protocol);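 active = more than half of replicate wells show activity change below -50%, luminescence cut by over half; inconclusive = some wells, but at most half, below -50%; inactive = no replicate well below -50%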;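 also: luciferase reports HSF-1 transcriptional activity via heat shock element; 0% = median of DMSO wells and -100% = zero luminescence signal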
GSK3A inh – human GSK-3 alpha kinase inhibition; P49840; ADP-Glo luminescence, 60 min; inhibition, % at 10 µM; 320,000 compounds, 0.1% hits; AID 2650;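 in the data active = inhibition above about 50%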;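 also: GST-tagged GSK-3 alpha with peptide substrate and 25 µM ATP; 0% = DMSO neutral wells and 100% = GW8510 positive control wells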
Target sequence (P49840 whole entry, looked up): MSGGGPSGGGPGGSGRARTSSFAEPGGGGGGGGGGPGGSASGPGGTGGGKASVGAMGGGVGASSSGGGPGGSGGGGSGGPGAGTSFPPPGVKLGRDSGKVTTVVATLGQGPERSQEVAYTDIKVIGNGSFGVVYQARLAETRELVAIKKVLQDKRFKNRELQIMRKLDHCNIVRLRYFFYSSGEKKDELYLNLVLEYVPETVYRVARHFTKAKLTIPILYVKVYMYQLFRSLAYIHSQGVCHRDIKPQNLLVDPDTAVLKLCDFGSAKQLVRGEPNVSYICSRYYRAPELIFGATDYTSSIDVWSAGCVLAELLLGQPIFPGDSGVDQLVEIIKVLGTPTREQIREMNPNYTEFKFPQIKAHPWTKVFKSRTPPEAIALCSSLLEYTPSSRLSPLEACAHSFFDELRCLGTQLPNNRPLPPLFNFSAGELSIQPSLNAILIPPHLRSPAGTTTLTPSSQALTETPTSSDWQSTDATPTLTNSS
HSF1 activator – increases HSF-1 driven luciferase reporter signal | NIH3T3-HGL HSF-1 luciferase reporter, MG132, 8 h; 100% = twice DMSO control signal | activation, % at 9 µM | 300,000 compounds, 1.7% hits;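 active = mean replicate activation of at least 50% with a set share of replicates each reaching 50%; inconclusive = only one of those two conditions met; inactive = mean below 50% and too few replicates reaching it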;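 also: 0% = median of the neutral control wells and 100% = twice that signal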
GSK3B inh – blocks human GSK3beta kinase activity; P49841; GST-GSK3beta kinase, ADP-Glo luminescence, 60 min; active compounds read low; activity score (negative = inhibition), % at 10 µM; 300,000 compounds, 0.038% hits;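 active = more than half of replicate wells score below -50%, meaning over 50% inhibition versus plate controls; inconclusive = some replicates but at most half score below -50%; inactive = no replicate scores below -50%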;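 also: 0% = median DMSO wells and -100% = median GW8510 positive control wells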
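Assay system: GST-tagged human GSK3beta kinase, cell-free; Input: 1.6 ng GSK3beta; Medium: Tris/MgCl2 kinase buffer; Timing: 60 min enzyme reaction, room temperature; Signal: ADP-Glo luminescence quantifying ADP generated by kinase; Evaluation: score relative to plate controls; Benchmarks: DMSO neutral wells and GW8510 at 20 µM as positive.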
HDAC3 inh – human HDAC3 inhibition; O15379; recombinant HDAC3, fluorogenic peptide/trypsin coupled, fluorescence; inhibition, % at 8.3 µM; 320,000 compounds, 0.15% hits; AID 2718; in the data active = inhibition above about 26%, passing the limit was not always enough; inconclusive = no clear call, values can overlap the other calls
Target sequence (O15379 whole entry, looked up): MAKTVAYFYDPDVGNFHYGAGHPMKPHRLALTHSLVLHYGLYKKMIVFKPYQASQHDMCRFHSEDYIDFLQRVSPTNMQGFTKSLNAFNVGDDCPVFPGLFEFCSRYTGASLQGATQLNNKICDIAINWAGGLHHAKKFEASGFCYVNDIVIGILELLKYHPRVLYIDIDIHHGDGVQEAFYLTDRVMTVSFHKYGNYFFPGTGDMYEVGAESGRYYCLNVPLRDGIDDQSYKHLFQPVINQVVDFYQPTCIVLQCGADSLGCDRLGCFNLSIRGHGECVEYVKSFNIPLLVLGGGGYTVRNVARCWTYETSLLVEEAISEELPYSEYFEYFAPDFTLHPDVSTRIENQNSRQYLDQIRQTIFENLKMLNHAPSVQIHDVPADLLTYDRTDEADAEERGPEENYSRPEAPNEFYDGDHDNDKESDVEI
AI-2 QS modul – modulates the Vibrio harveyi AI-2 quorum sensing system | Vibrio harveyi JMH597 AI-2 luminescence/OD600 ratio, 9 h; active compounds read low; strain lacks LuxN and CqsS sensors; 0 = neutral-control median | 300,000 compounds, 0.4% hits | activity change, % at 7.5 µM; in the data active = activity change below about -75%, passing the limit was not always enough; inconclusive = no clear call, values can overlap the other calls;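 also: luminescence divided by OD600 gain over 9 h not by final OD600 alone; inactives centre near 13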
Dyrk1A ADPGlo – Dyrk1A (rat) kinase inhibition. Q63470. ADP-Glo luminescence, NFATc1 peptide. inhibition, % at 12.5 µM. 310,000 compounds, 0.43% hits. AID 504441; in the data active = inhibition above about 50%;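 also: plate controls were vehicle with enzyme for no effect and no enzyme for full effect; many of its hits are not listed in these tables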
* marks the source's active call; other numbers are inactive results; i = inactive; ? = inconclusive; . = not tested or not shown. This is a subset; count on the stated rates, not on these rows.

SMILES | HSP90 inh | PolyA inh | Platelet DG rel | HSF1 inhib | GSK3A inh | HSF1 activator | GSK3B inh | HDAC3 inh | AI-2 QS modul | Dyrk1A ADPGlo
Cc1ccc2nc3sc(C(=O)Nc4ccc(N5CCOCC5)cc4)c(N)c3cc2c1 | 1.1 | i | 1.6 | -2.8 | . | -4.8 | 4.3 | . | 5.1 | .
Cc1ccc(S(=O)(=O)N(CC(=O)Nc2ccc(C)cc2C)C(=O)N2CCN(C)CC2)cc1 | . | i | 27.1 | -5.9 | 1.0 | -18.8 | 0.6 | 0.5 | 7.1 | -15.9
Clc1nc(-c2ccccn2)nc2scc(-c3ccccc3)c12 | 1.0 | i | -2.6 | -6.9 | -0.2 | 4.0 | -1.6 | 0.5 | 14.5 | 2.8
Cc1ccc(OCC(=O)Nc2ccc3c(c2)nc(CCN2CCCCC2)n3C)cc1 | 0.4 | i | -0.2 | 60.9 | 3.5 | 76.0* | -4.8 | -2.4 | 12.6 | -4.7
O=C(O)C1(NS(=O)(=O)c2ccc(Cl)cc2)CCCCC1 | 0.5 | i | 6.2 | -6.8 | -2.7 | 10.3 | 3.4 | 0.0 | 17.7 | 0.0
Cc1cc(C(=O)N/N=C2\CC(=O)CC(C)(C)C2)n[nH]1 | -7.0 | i | -3.7 | -7.1 | 0.2 | -4.0 | -3.1 | -3.9 | 24.3 | -4.5
Cn1c(NC(=O)c2ccc(F)cc2)nc2ccccc21 | 0.1 | i | 5.2 | 16.1 | -1.2 | 30.6 | -0.2 | 1.6 | 14.9 | 17.8
Cc1cc(C(=O)N2CCCC(C(=O)c3ccc(Oc4ccccc4)cc3)C2)n[nH]1 (stereo not drawn) | 0.4 | i | 3.6 | -6.4 | . | -0.1 | -0.7 | . | 24.0 | .
C/C(=N/NC(=O)c1nnn(-c2nonc2N)c1-c1ccccc1)c1ccc2c(c1)OCO2 | -3.1 | i | -0.3 | 4.3 | -1.2 | 16.7 | 2.9 | -5.9 | 44.3 | -2.6
Cn1cc(C=O)c2cc(F)ccc21 | 2.4 | i | -0.4 | . | -7.1 | . | -1.2 | 1.0 | 15.1 | -2.2
O=C(COC(=O)CC12CC3CC(CC(C3)C1)C2)Nc1cccnc1Cl | 3.8 | i | -3.2 | -5.0 | -3.1 | 35.8 | -1.6 | 3.9 | 41.9 | .
NS(=O)(=O)c1ccc(CCNC(=O)CCc2nc3sc4c(c3c(=O)[nH]2)CCCC4)cc1 | . | i | 4.9 | 0.8 | 0.6 | 0.5 | 0.8 | 0.7 | 16.9 | 6.8
O=C(/C=C/c1ccc(Cl)cc1)NC(=S)NN1CCCCC1c1cccnc1 (stereo not drawn) | -3.4 | i | -4.7 | 6.3 | 5.4 | 2.3 | 1.3 | 4.5 | 19.4 | .
CN1CCN(c2ccccc2NC(=O)c2ccc(-c3cccc([N+](=O)[O-])c3)o2)CC1 | 3.1 | i | 2.2 | . | 3.5 | . | 0.0 | -1.1 | 17.1 | 9.2
Cc1ccn(CCC(=O)N2CCCC(CCC(=O)NCc3ccc(F)c(F)c3)C2)n1 (stereo not drawn) | 0.9 | i | 8.0 | 0.5 | 0.7 | 17.9 | 1.6 | -3.0 | 5.8 | 0.0
CCOC(=O)c1c(C)oc2cc(Br)c(OC(C)C(=O)OCC)cc12 (stereo not drawn) | 2.9 | i | 6.0 | 3.6 | -1.0 | 14.5 | 1.3 | 6.8 | 20.2 | -1.4
O=C(Nc1ccccc1-c1nc2ccccc2s1)C1=COCCO1 | -2.1 | i | 2.4 | 7.3 | -0.1 | 31.2 | 4.3 | -7.1 | 10.7 | -5.9
Cc1ccc(C2C3=C(CCCC3=O)Nc3c2c(C)nn3-c2ccccn2)o1 (stereo not drawn) | -1.9 | i | 8.5 | 19.5 | -1.9 | 26.3 | -0.1 | 4.3 | 15.5 | .
Cc1ccc(C(C)C)c(OCC(=O)NN=C2CCCC2)c1 | 2.2 | i | 0.1 | -1.2 | 0.5 | 1.1 | 0.9 | 9.5 | 31.4 | -2.3
CCCOC(=O)c1ccc(N2C(=O)c3ccccc3C2=O)cc1 | -1.8 | i | 1.3 | 0.1 | -1.9 | 11.9 | -2.3 | . | 40.1 | -0.1
O=C1NC2(CCCC2)C(=O)N1Cc1cc(=O)n2ccsc2n1 | 0.0 | i | 2.8 | -2.4 | 0.8 | 1.2 | -1.9 | 9.9 | 17.2 | .
O=C(NC(=S)Nc1ccc(CN2CCOCC2)cc1)c1ccc(-c2cccc(Cl)c2)o1 | 4.2 | i | -4.3 | -6.5 | -1.8 | -7.4 | 1.1 | 6.0 | 10.6 | 7.0
Cc1ccc(C2=NS(=O)(=O)N(C)C(C(=O)NCc3ccco3)=C2)cc1 | 2.1 | i | 0.4 | 1.1 | -0.1 | -14.6 | -0.6 | 3.0 | 25.4 | 0.1
O=C(CSc1nccc(=O)[nH]1)Nc1ccc(Oc2ccccc2)cc1 | -3.1 | i | -3.1 | 2.2 | -0.4 | 16.8 | 0.1 | 1.1 | 14.9 | -0.7
Cc1ccccc1S(=O)(=O)Nc1cccnc1 | -3.9 | i | 0.5 | 10.3 | 0.0 | 18.2 | 1.1 | 2.6 | 12.2 | -4.9
Cc1[nH]c2ccccc2c1/C=N/Nc1ccccc1[N+](=O)[O-] | 5.6 | i | 13.1 | 15.5 | 3.5 | 22.0 | 2.0 | -0.2 | 19.6 | .
CCC(C)(C)n1nnnc1C(c1ccc2ncccc2c1)N1CCN(Cc2ccc3c(c2)OCO3)CC1 (stereo not drawn) | 1.4 | i | -6.0 | -4.4 | -1.2 | 0.7 | -2.2 | -1.2 | 1.0 | 8.9
CC(C)c1nnc(NC(=O)C2CCN(c3nc4ccccc4s3)CC2)s1 | 1.4 | i | -4.6 | 1.4 | -1.2 | 18.9 | 5.5 | -1.2 | 5.1 | -6.7
COC(=O)CN1C(=O)COc2ccc(S(=O)(=O)N3CCOCC3)cc21 | -0.2 | i | 2.1 | -9.8 | -0.9 | -0.3 | 0.2 | -3.6 | 20.8 | -5.4
CCc1ccccc1NC(=O)N[C@@H](C)C(=O)O | 5.1 | i | 4.5 | -8.7 | 6.1 | -8.2 | 1.8 | -5.8 | -1.8 | -7.9
O=C(Cc1cccc2ccccc12)Nc1ccc(Br)cc1C(=O)O | -4.9 | i | -0.5 | 4.3 | -0.4 | 1.8 | 1.1 | -5.1 | 14.2 | -2.9
Cn1c(=O)[nH]c2cc(Cl)cnc21 | -2.2 | i | 40.6 | 3.5 | -1.1 | -6.0 | -1.9 | 7.4 | 8.5 | 9.0
CCc1c(C)nc2ncnn2c1NCCc1ccc(OC)cc1 | -3.1 | i | -3.4 | 3.3 | -8.5 | 15.5 | -3.0 | -1.5 | 18.1 | 3.1
Cc1ccc(C2C3=C(CC(C)(C)CC3=O)N=C3c4ccccc4C(=O)C32)cc1 (stereo not drawn) | 0.4 | i | 7.0 | 5.5 | -1.4 | 45.5 | -0.6 | 17.0 | 41.4 | 0.7
COc1ccc(C(=O)NCc2nnc(SCC(=O)Nc3nc4ccccc4s3)o2)cc1OC | -0.5 | i | -13.7 | 10.8 | 1.5 | 17.1 | 0.1 | -1.2 | 5.9 | -3.3
COc1cc(/C=N/Nc2cccc(C)c2)ccc1OC(=O)c1cccs1 | -4.1 | . | . | . | 0.2 | . | . | 10.5 | . | -3.0
Cc1cc(-n2c(C)cc(C(=O)COc3ccc([N+](=O)[O-])cc3)c2C)no1 | -2.6 | i | 4.0 | 6.3 | -0.9 | 14.7 | 1.5 | 0.2 | -1.2 | -2.0
Cc1ccc2[nH]cc(CCNC(=O)CN3C(=O)c4ccccc4C3=O)c2c1 | -2.1 | i | 0.1 | 24.0 | 2.1 | 73.3* | -0.1 | 1.4 | -31.3 | -5.1
O=C(Cn1[nH]c(=O)c2ccccc2c1=O)OCC(=O)c1ccc(Br)cc1 | . | i | 1.3 | -4.0 | 0.4 | 20.9 | 0.1 | -2.0 | 10.4 | 5.7
Cc1csc(SCC(=O)Nc2ccc(Cl)cn2)n1 | -3.3 | i | 0.6 | -0.4 | 34.1 | 2.2 | -28.9 | 8.4 | 34.5 | 17.4
COc1ccc(-c2cc(=O)oc3cc(O)ccc23)cc1 | -0.8 | i | 5.4 | -13.2 | -3.4 | -11.3 | 0.2 | -48.2 | 12.7 | 6.4
CC(=O)N1c2ccc(S(=O)(=O)NCCC(=O)NCCc3cccc(C)c3)cc2CC1C (stereo not drawn) | -4.6 | i | 19.8 | 6.9 | -0.2 | 2.0 | 2.3 | -8.5 | 12.8 | -2.0
Cc1cc(C)n(-c2nc(SCC(=O)O)c3c4c(sc3n2)COC(C)(C)C4)n1 | -7.1 | i | 0.5 | 2.8 | -4.9 | 7.1 | 1.3 | -0.6 | 37.7 | -1.6
O=C1CCCc2c1cnc1ncnn21 | -0.6 | i | 5.8 | -23.5 | -1.3 | -37.8 | 1.8 | -2.3 | 3.7 | 1.5
Cc1ccccc1CN1CCNC(=O)C1CC(=O)N(C)CCC1CCOCC1 (stereo not drawn) | -6.0 | i | 0.9 | -1.4 | -1.0 | 7.9 | 0.9 | -5.2 | 23.7 | -1.6
C[C@H](NC(=O)c1nc[nH]c1C(=O)N[C@@H](CCCCNC(=O)OC(C)(C)C)C(=O)OC(C)(C)C)C(=O)OCc1ccccc1 | 4.0 | i | -0.6 | 9.3 | 3.0 | 1.9 | 2.2 | ? | -1.8 | 9.9
Cc1ccc(N2CC(C(=O)Nc3ccc4c(c3)OCCO4)CC2=O)cc1 (stereo not drawn) | 6.7 | i | -1.0 | -1.6 | -1.2 | 2.2 | 0.5 | 2.0 | 2.9 | -4.0
O=C(CC(c1cccs1)S(=O)(=O)c1ccccc1)c1ccc(F)cc1 (stereo not drawn) | 0.2 | i | 17.6 | 4.0 | 1.0 | 4.2 | 2.5 | -13.9 | 11.3 | -1.5
O=c1[nH]c(=O)n([C@H]2C[C@H](O)[C@@H](CO)O2)cc1C(F)(F)F | 0.9 | i | 0.9 | -2.2 | -3.1 | 4.8 | 1.3 | 5.9 | -108.2* | -2.1
CC(O)c1nc2ccc(Cc3ccc4nc(C(C)O)[nH]c4c3)cc2[nH]1 (stereo not drawn) | -0.5 | i | 0.8 | 3.1 | 1.8 | -17.9 | -2.4 | -2.4 | 4.9 | 4.7

Whole records from above. Order of values: HSP90 inh | PolyA inh | Platelet DG rel | HSF1 inhib | GSK3A inh | HSF1 activator | GSK3B inh | HDAC3 inh | AI-2 QS modul | Dyrk1A ADPGlo
`O=c1[nH]c(=O)n([C@H]2C[C@H](O)[C@@H](CO)O2)cc1C(F)(F)F` is entered as 0.9 | i | 0.9 | -2.2 | -3.1 | 4.8 | 1.3 | 5.9 | -108.2* | -2.1
`CC(O)c1nc2ccc(Cc3ccc4nc(C(C)O)[nH]c4c3)cc2[nH]1` (stereo not drawn) is entered as -0.5 | i | 0.8 | 3.1 | 1.8 | -17.9 | -2.4 | -2.4 | 4.9 | 4.7
